# M1 ag parental = counter-screen for M1 agonists: effect in parental CHO-K1 cells | 360,000 tested, 0.48% active | activation, % at 3 µM | Fluo-8 calcium fluorescence; scaled to maximal ATP response, vehicle zero | AID 602248, 2012; in the data active = activation above about 15%;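 also: untransfected CHO-K1 host cells lacking M1 receptor as counterscreen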
# CHO-K1 Ca antag = nonselective inhibitor or artifact in parental CHO-K1 cells. ATP-induced calcium, Fluo-8 fluorescence. inhibition, % at 3 µM. 360,000 tested, 0.6% active. AID 602250;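 active = inhibition above a per-plate cutoff, the plate's mean sample inhibition plus 3 SD, cut at about 24% in these data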;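 also: 0% = DMSO plus EC80 ATP and 100% = DMSO alone without ATP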
# TAAR1 ag = human TAAR1 agonists, primary screen, Fluo-8 calcium fluorescence, CHO RD-HGA16 cells. Trace amine-associated receptor 1 (Homo sapiens), Q96RJ0. vehicle wells 0%, saturating PEA agonist 100%. activation, % at 3 µM. 360,000 tested, 0.99% active. AID 624467, 2012;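 active = activation above the mean activation of all test compounds in the run plus 3 SD, cut at about 38% in these data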
# Target sequence (Q96RJ0 whole entry, looked up): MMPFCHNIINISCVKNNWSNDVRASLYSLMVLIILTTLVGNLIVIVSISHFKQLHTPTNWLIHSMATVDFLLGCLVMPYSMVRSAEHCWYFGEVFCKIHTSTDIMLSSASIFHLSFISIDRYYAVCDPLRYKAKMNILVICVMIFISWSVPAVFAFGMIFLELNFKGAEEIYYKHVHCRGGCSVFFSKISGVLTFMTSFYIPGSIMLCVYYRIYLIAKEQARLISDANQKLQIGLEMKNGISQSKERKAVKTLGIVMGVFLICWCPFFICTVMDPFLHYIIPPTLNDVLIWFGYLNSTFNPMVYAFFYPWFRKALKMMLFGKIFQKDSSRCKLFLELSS
#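 System: CHO-derived RD-HGA16 cells with stable Gα16 and human TAAR1 / Times: 17-24 h plating, Fluo-8 75 min 37 °C, 30 min RT / Technique: calcium-sensitive Fluo-8 signal, excitation 470-495, emission 515-575 nm / Measure: % activation relative to PEA EC100 response / Benchmarks: DMSO and PEA EC100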
# TAAR1 antag = human TAAR1 antagonists, primary screen, Fluo-8 calcium fluorescence, CHO RD-HGA16 cells; Trace amine-associated receptor 1 (Homo sapiens), Q96RJ0; antagonist; inhibition, % at 3 µM; 360,000 tested, 1.5% active; AID 624466, 2012;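 active = inhibition above a per-plate cutoff, the mean inhibition of test compounds on that plate plus 3 SD, cut at about 49% in these data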;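 also: 0% = DMSO plus EC80 beta-PEA response and 100% = DMSO alone without agonist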
#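 System: CHO RD-HGA16 cells bearing hTAAR1. Reagent: EC80 β-phenethylamine stimulus. Schedule: seeding 17-24 h prior, 75-min 37 °C, 30-min RT dye loading. Signal: Fluo-8 intracellular calcium dye fluorescence, real-time kinetic reads. Read-out: % inhibition from peak post-agonist over basal fluorescence ratio. Benchmarks: vehicle wells and EC80 agonist wells. Replicates: n of 1.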
# CHRM1 antagonist = human M1 muscarinic receptor antagonists, primary screen, CHO-K1 cells, Fluo-8 calcium fluorescence, 1536-well; Muscarinic acetylcholine receptor M1 (Homo sapiens), P11229; CHO-K1 hM1, ACh EC80 antagonist; inhibition, % at 3 µM; 360,000 tested, 1.3% active;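 active = percent inhibition above its own plate's cutoff, namely the mean of that plate's compound wells plus 3 SD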;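 also: peak over basal fluorescence ratio during 140 s after agonist addition; 0% = ACh EC80 plus DMSO and 100% = DMSO alone without agonist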
# Target sequence (P11229 whole entry, looked up): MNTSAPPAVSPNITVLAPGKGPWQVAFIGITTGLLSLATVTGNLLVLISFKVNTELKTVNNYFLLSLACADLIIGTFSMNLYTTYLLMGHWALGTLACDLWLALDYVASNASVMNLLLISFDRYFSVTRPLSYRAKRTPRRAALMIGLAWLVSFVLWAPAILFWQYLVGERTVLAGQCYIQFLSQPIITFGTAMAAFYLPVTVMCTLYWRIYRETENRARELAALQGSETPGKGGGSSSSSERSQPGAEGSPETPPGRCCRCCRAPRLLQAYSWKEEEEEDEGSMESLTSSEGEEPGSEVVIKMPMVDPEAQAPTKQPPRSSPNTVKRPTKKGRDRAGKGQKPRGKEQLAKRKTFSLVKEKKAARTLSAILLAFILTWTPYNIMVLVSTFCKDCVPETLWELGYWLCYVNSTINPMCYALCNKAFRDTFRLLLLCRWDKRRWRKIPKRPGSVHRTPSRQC
# M1 PAM = human M1 muscarinic receptor positive allosteric modulators, primary screen, CHO-K1 cells, Fluo-8 calcium fluorescence, 1536-well. Muscarinic acetylcholine receptor M1 (Homo sapiens), P11229. CHO-K1 hM1, ACh EC20; 0% = ACh EC20, 100% = maximal ACh. activation, % at 3 µM. 360,000 tested, 0.088% active; in the data active = activation above about 19%, passing the limit was not always enough
# CHO parental Ca = ATP-evoked calcium signal inhibitors, parental CHO, primary screen, counter-screen for OX1R antagonist project, cell-based, fluorescence, Fluo-8 calcium dye; parental CHO-K1, ATP-induced calcium, Fluo-8 fluorescence; inhibition, % at 5.6 µM; 330,000 tested, 0.63% active;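 active = inhibition above that plate's mean sample inhibition plus 3 SD, cut at about 26% in these data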;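 also: 0% = ATP-challenged DMSO wells and 100% = DMSO wells without ATP; some compounds past the cut are filed as inactive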
#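 Material: Parental CHO cells | Reagent: ATP | Compound dosing: Single nominal dose of 5.6 µM per compound | Detection: Intracellular calcium via Fluo-8 no-wash fluorescent dye | Read-out: % inhibition of ATP-induced calcium mobilization | Benchmarks: Low control ATP plus DMSO, high control DMSO only | Replicates: Singlicate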
# CHRM1 agonist = human M1 muscarinic receptor agonists, primary screen, Fluo-8 calcium fluorescence, CHO-K1 cells, HTS. Muscarinic acetylcholine receptor M1 (Homo sapiens), P11229. CHO-K1 hM1, agonist mode; 0% DMSO, 100% acetylcholine EC100. activation, % at 3 µM. 360,000 tested, 0.33% active. AID 588814, 2011;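 active = activation above the run's mean compound activation plus 3 SD, cut at about 16% in these data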;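 also: peak over basal fluorescence ratio within a 140 s kinetic read after compound addition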
# CHO-K1 Ca PAM = nonselective calcium activators in parental CHO-K1 cells, primary screen, counter-screen for M1 PAM project, cell-based, Fluo-8 calcium fluorescence, full deck, 1536-well. activation, % at 3 µM. ATP EC20; 0% at ATP EC20, 100% at ATP max. 360,000 tested, 0.02% active. AID 602247, 2012;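 active = activation above the run cutoff, the mean activation of all test compounds plus 3 SD, cut at about 40% in these data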;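 also: peak over basal fluorescence ratio in a 140 s read after ATP addition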
# * marks the source's active call; other numbers are inactive results; x = no result given.
SMILES,M1 ag parental,CHO-K1 Ca antag,TAAR1 ag,TAAR1 antag,CHRM1 antagonist,M1 PAM,CHO parental Ca,CHRM1 agonist,CHO-K1 Ca PAM
COC(=O)c1ccc(COc2ccc3c(c2)CCC3)o1,-0.1,-1,5,-11,-4,2,-11,-4,0
O=S(=O)(Nc1cc(S(=O)(=O)N2CCOCC2)ccc1NCC1CCCO1)c1ccccc1 (stereo unspecified),0.4,-15,10,1,-9,4,-14,-2,8
Nc1nc(-c2ccccc2Cl)cs1,0.1,5,0,-5,-10,7,x,-4,13
Cc1cccc(NS(=O)(=O)c2c(C)[nH]c(C)c2C(=O)N2CCCC2)c1,0.2,0,1,-20,4,-2,11,-2,-12
COc1ccc(C(=O)NCCS(=O)(=O)N2CCc3ccccc3C2)cc1OC,-0.2,7,3,-33,16,-8,-32,-5,-15
Cc1c(N=Cc2cc3c(cc2[N+](=O)[O-])OCO3)cccc1[N+](=O)[O-],0.5,-8,0,-1,-6,2,-9,-5,3
CCOC(=O)CCC(NC(=O)CCCCCCCCC(=O)NC(CCC(=O)OCC)C(=O)OCC)C(=O)OCC (stereo unspecified),1.8,-11,11,4,4,1,-9,-8,19
O=C1CC(N2CCOCC2)C(=O)N1c1ccc2c(c1)OCO2 (stereo unspecified),2.0,-4,4,6,-3,-3,1,-3,17
Nc1nc2c(Cl)cc(Cl)cc2s1,1.3,-10,1,7,-8,7,2,-6,11
Cc1ccc(C(=O)N/N=C/c2ccoc2)cc1C,-0.1,3,0,-5,-15,9,-9,1,-2
N#Cc1cc[n+](CC(=O)c2ccc(NC(=O)c3ccccc3)cc2)cc1,0.5,-16,2,-12,-2,2,-5,-5,23
Cc1cnc(CNC(=O)C2CCC(=O)N(CCc3ccc(Cl)cc3)C2)cn1 (stereo unspecified),0.0,12,0,-21,-2,10,x,5,-9

# Reprinted from the part before: four compounds; new compounds follow.
SMILES,M1 ag parental,CHO-K1 Ca antag,TAAR1 ag,TAAR1 antag,CHRM1 antagonist,M1 PAM,CHO parental Ca,CHRM1 agonist,CHO-K1 Ca PAM
Nc1nc2c(Cl)cc(Cl)cc2s1,1.3,-10,1,7,-8,7,2,-6,11
Cc1ccc(C(=O)N/N=C/c2ccoc2)cc1C,-0.1,3,0,-5,-15,9,-9,1,-2
N#Cc1cc[n+](CC(=O)c2ccc(NC(=O)c3ccccc3)cc2)cc1,0.5,-16,2,-12,-2,2,-5,-5,23
Cc1cnc(CNC(=O)C2CCC(=O)N(CCc3ccc(Cl)cc3)C2)cn1 (stereo unspecified),0.0,12,0,-21,-2,10,x,5,-9
Cc1cc(C)n(/C(=C/N(C)C)C(=O)c2ccccc2)n1,0.3,-15,2,-10,-1,3,5,-5,-9
CC(=O)Nc1ccc(S(=O)(=O)N(Cc2ccccc2)c2ccccn2)cc1,0.7,-3,-1,16,-19,12,-8,1,18
CCOC(=O)C1CCCN(C(=O)c2ccc(OC(C)=O)cc2)C1 (stereo unspecified),0.1,-1,12,-1,-10,14,1,-3,16
Cc1c(Cl)cnc(NC(=O)COC(=O)CCc2nc3ccccc3s2)c1Cl,-0.7,9,-1,-20,6,-3,-12,-3,-5
O=C(NC1CC2CCC1C2)c1ccc(CN2CCOCC2)cc1 (stereo unspecified),-0.1,-11,2,-4,-24,4,-24,-3,14
CCCCCC(=O)N1C[C@@H](O)[C@H](n2cc(COC(=O)c3ccccc3)nn2)C[C@@H]1c1ccc(OC)cc1,0.3,2,0,-23,-3,3,x,0,-5
CNC(=S)N/N=C/c1ccc(-c2ccc(C(=O)O)cc2)o1,-0.5,-20,1,-3,-13,6,-15,-2,-7
O=C(O)CSc1nnc(-c2cccnc2)n1Cc1ccccc1,0.3,-10,3,-8,-9,5,-1,-1,9
CC(=O)c1cccc(OC(=O)c2ccccc2)c1,-0.4,-14,-1,-7,-13,1,x,-2,8
N/C(=N\OC(=O)C(c1ccccc1)c1ccccc1)c1cccnc1,5.4,-8,x,x,4,-1,-41,-8,20
N/C(=N\OC(=O)CN1C(=O)c2ccccc2C1=O)c1ccc(Br)cc1,0.5,-20,4,13,-18,12,4,-3,11
COc1ccc(NC(=O)C[C@H]2C(=O)N(C3CCCCC3)C[C@@H]2C)cc1,0.3,-6,0,-20,-13,1,x,-5,21
O=S1(=O)C=C(N2CCOCC2)c2ccccc21,1.0,-4,15,10,-6,5,-12,-2,1
CC(=O)c1ccc(Oc2cc(C)nc(N3CCOCC3)n2)cc1,1.0,-17,-1,-17,-6,7,1,-8,24
COCCN1Cc2cccc(C(=O)Nc3ccc(C)c(C)c3)c2C1=O,0.5,5,6,1,-2,0,-29,-3,-6
O=C1c2cccc3c([N+](=O)[O-])ccc(c23)C(=O)N1CC1CCCO1 (stereo unspecified),-0.2,24*,-2,28,17,-1,x,-6,-5
FC(F)(F)c1ccc(/C=N/n2c(C3CCCCC3)n[nH]c2=S)cc1,0.2,1,-2,-12,1,3,-7,-5,-7
Cc1ccsc1CN(C)CC(=O)NCC(=O)Nc1ccc(F)cc1,7.3,7,2,6,3,2,-11,-4,14
CC(C)(C)OC(=O)NCc1ccc(CNC(=O)c2nc[nH]c2C(=O)N2CCN(c3ccccc3)CC2)cc1,6.4,-2,14,43,-5,-4,-13,1,-3
COc1cccc(CC(=O)Nc2cc(S(=O)(=O)N3CCCCC3)ccc2C)c1,1.6,-14,-1,0,-8,8,-15,-4,0
COc1ccccc1CNC(=O)C(=O)NCC1OCCN1S(=O)(=O)c1ccccc1 (stereo unspecified),1.3,0,6,-9,-6,5,-19,-5,-5
CN(C(=O)c1ccc(NC(=O)Cc2cccc(NC(=O)C3CCN(C(=O)c4ccccc4)CC3)c2)cc1)C1CCCC1,-0.2,-9,10,-8,-15,7,-14,-6,18
COc1ccc2[nH]cc(CCNC(=O)COc3cc(C)cc4oc(=O)cc(C)c34)c2c1,3.9,11,6,39,31*,-24,-27,-1,-17
Cc1ccc(CCNC(=O)C2CCN(C(=O)N(C)C)CC2)cc1,0.7,-26,5,13,-7,1,3,-6,17
CCOC(=O)N1CCN(C(=O)CN(c2ccc(OCc3ccccc3)cc2)S(C)(=O)=O)CC1,2.8,-16,14,-15,3,3,-14,-1,20
CCN(CC(=O)Nc1cccc(OC)c1)CC(=O)Nc1ccc(Br)c(C)c1,4.0,0,3,6,-10,3,-23,-3,-7
COc1cc(NC(=O)COc2ccc(Cl)cc2)ccc1-c1cc2ccccc2oc1=O,2.4,4,3,1,13,-7,-12,-5,16
O=C(O)c1ccc2ncsc2c1,-0.2,-3,-1,-6,-5,1,2,-2,-10
CCn1c(SCC(=O)NNC(=O)Cc2ccccc2)nnc1-c1ccncc1,0.2,9,5,9,5,2,-8,-6,11
CC(C)CCCN1C(N(C)C)=NC[C@@H]1Cc1ccccc1,0.5,-11,9,17,0,1,-13,-11,11
CCOCCCNC(=O)C1CCN(C(=O)N(C)C)CC1,0.4,-2,6,-26,-4,0,-3,-4,3
Cc1nn(Cc2ccc(Cl)cc2)c2sc(C(=O)O)cc12,2.5,15,5,16,3,-6,-13,-3,-14
CN(C)c1ccc(NC(=O)C(=O)C2C(=O)Nc3ccccc32)cc1 (stereo unspecified),0.3,7,-3,1,-3,15,-1,0,-13
Cc1cccc(N2CCN(C(=O)Cn3nc(C)n4cccc4c3=O)CC2C)c1 (stereo unspecified),4.5,-4,1,-11,5,-4,-6,-1,7
O=C(O)CCC(=O)Nc1nc2nc(-c3ccccc3)cc(-c3ccccc3)n2n1,-0.2,-1,1,-12,-10,5,-15,0,9
CCOC(=O)c1cc(-c2ccco2)nc2c1c(C)nn2-c1ccccc1,-0.2,15,2,4,6,-4,-28,-1,-6
O=c1c2cc(Cl)ccc2nc(-c2ccccc2Cl)n1O,-0.7,18,2,23,12,-7,-10,-5,-10
Cc1ccc(C2C(C(=O)c3ccco3)=C(O)C(=O)N2c2ncccn2)cc1 (stereo unspecified),0.2,1,6,-38,-10,4,-5,-3,7
Cc1cc(N2CCCCC2)c(F)cc1[N+](=O)[O-],0.6,-5,15,4,1,0,0,-4,8
CC(=O)NC(CC(=O)NNC(=O)COc1c(C)cccc1C)c1ccccc1 (stereo unspecified),0.4,0,0,13,0,-1,-3,-2,-2
CC1(C)CN(c2ccc(-c3ccnc4ncnn34)cc2)C1=O,0.3,3,2,-12,2,2,-10,-2,13
CCOC(=O)c1oc2nc3c(cc2c1N)COC(C)(C)C3,0.3,-9,4,-4,-3,5,5,-4,19
COc1ccccc1N1CCN(/N=C/c2ccc(O)cc2O)CC1,1.6,9,3,-10,-8,0,1,0,-11

# Shown tab-delimited: part of the list above.
SMILES	M1 ag parental	CHO-K1 Ca antag	TAAR1 ag	TAAR1 antag	CHRM1 antagonist	M1 PAM	CHO parental Ca	CHRM1 agonist	CHO-K1 Ca PAM
Cc1cc(N2CCCCC2)c(F)cc1[N+](=O)[O-]	0.6	-5	15	4	1	0	0	-4	8
CC(=O)NC(CC(=O)NNC(=O)COc1c(C)cccc1C)c1ccccc1 (stereo unspecified)	0.4	0	0	13	0	-1	-3	-2	-2
CC1(C)CN(c2ccc(-c3ccnc4ncnn34)cc2)C1=O	0.3	3	2	-12	2	2	-10	-2	13
CCOC(=O)c1oc2nc3c(cc2c1N)COC(C)(C)C3	0.3	-9	4	-4	-3	5	5	-4	19
COc1ccccc1N1CCN(/N=C/c2ccc(O)cc2O)CC1	1.6	9	3	-10	-8	0	1	0	-11

# Source: PubChem BioAssay (The Scripps Research Institute Molecular Screening Center)
